Pin1 inhibitor: qHTS Assay to Find Inhibitors of Pin1. 0.009% of 390,000 active. AID 504891, 2011. Potency, µM (highest dose often 115 µM), inactives show at the top dose activity, negative = inhibition, actives largely listed as inhibitors. Pin1 FP peptide displacement, HiFluor488, 10 min. Peptidyl-prolyl cis-trans isomerase NIMA-interacting 1 (Homo sapiens), Q13526; active = well fitted inhibition curve with a large enough effect in the polarisation, with a control signal flat, not every such curve was filed as active; inconclusive = small, poorly fitted or top-dose-only effect, or effect the other way, or a change in a side signal; inactive = no such curve, though single readings can be large or run the other way; the % refers to the polarisation; note: % is set by controls: 0 for no effect and ±100 for the full control effect
Target sequence (Q13526 whole entry, looked up): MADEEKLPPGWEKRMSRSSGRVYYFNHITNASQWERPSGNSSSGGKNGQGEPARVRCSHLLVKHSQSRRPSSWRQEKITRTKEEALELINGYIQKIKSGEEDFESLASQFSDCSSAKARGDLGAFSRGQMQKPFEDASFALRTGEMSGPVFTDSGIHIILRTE
BAZ2B block: qHTS Assay for Inhibitors of BAZ2B; Bromodomain adjacent to zinc finger domain protein 2B (Homo sapiens), Q9UIF8; AlphaScreen BAZ2B-H3K14Ac peptide displacement; Potency, µM (highest dose often 114 µM), without a hit: at the highest dose activity change, negative = inhibition, usual class: inhibitors; 4.4% of 360,000 active; note: % is set by controls: 0 for no effect and ±100 for the full control effect; nearly all actives have a fitted effect of over 60% in size
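BAZ2B (50 nM) with biotin-H3(5-23)K14Ac peptide (50 nM) in PBS pH 7.4, 0.01% Tween-20, preformed 30 min, then compound 30 min at room temperature; top concentration 110uM. AlphaScreen streptavidin donor/nickel chelate acceptor beads (10 ug/mL final), 20 min dark, signal read.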
HP1b chromo inh: HTS for Inhibitors of HP1-beta Chromodomain Interactions with Methylated Histone Tails. AID 540317, 2011. AlphaScreen HP1-beta / biotin-H3K9me3 peptide binding. Potency, µM (top dose mostly 114 µM), for the others: top-dose activity change, negative = inhibition, hits mostly inhibitors. Chromobox protein homolog 1 (Homo sapiens), P83916. 0.56% of 390,000 active; note: nearly all actives have a fitted effect of over 70% in size; inactives centre near 23
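AlphaScreen: HP1-beta (50 nM) preformed 30 min with biotin-H3(1-18)K9me3 peptide (50 nM) in PBS pH 7.4, 0.01% Tween-20. Compound added for 30 min at RT, then streptavidin donor/nickel chelate acceptor beads (10 ug/mL) for 30 min.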
Pol iota inh: qHTS for Inhibitors of Polymerase Iota; 1% of 390,000 active; AID 588590, 2011; Potency, µM (titrated, usually from 115 µM), for inactives: top-dose activity, negative = inhibition, actives largely listed as inhibitors; DNA polymerase iota (Homo sapiens), Q9UNA4; Pol iota fluorescent replication assay, 10 min
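Pol iota at 10 nM preincubated 15 min with compounds at room temperature; reaction started with fluorescent substrate, 50 nM final. Fluorescence read kinetically at 0 and 10 min; buffer-only wells as negative control.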
JMJD2A Tudor inh: qHTS Assay for Inhibitors of JMJD2A-Tudor Domain; Lysine-specific demethylase 4A (Homo sapiens), O75164; AlphaScreen JMJD2A-Tudor / H3K4me3 peptide binding; Potency, µM (series often up to 114 µM), inactives show at the top dose activity change, negative = inhibition, most hits filed as inhibitors; 4.4% of 390,000 active; AID 504339, 2011; note: % is set by controls: 0 for no effect and ±100 for the full control effect; nearly all actives have a fitted effect of over 50% in size
GLS inhibitor: qHTS for Inhibitors of Glutaminase (GLS); Potency, µM (doses to about 45.5 µM), for the others: at the top dose activity change, negative = inhibition, hits mostly inhibitors; 0.21% of 410,000 active; AID 624170, 2012; Glutaminase kidney isoform, mitochondrial (Homo sapiens), O94925; GLS enzymatic activity, qHTS titration; note: % is set by controls: 0 for no effect and ±100 for the full control effect
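hKGA; 45 mM KH2PO4 pH 8.2 + 0.02% Tween-20; cpd via pin tool; 1 mM Gln soln; GluOx/HRP/Amplex Red; RT 30 min; fluor. t0 & final.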
BLM helicase inh: qHTS Assay for Inhibitors of Bloom's syndrome helicase (BLM). RecQ-like DNA helicase BLM (Homo sapiens), P54132. recombinant BLM DNA unwinding, fluorescence dequenching. Potency, µM (titrated, usually from 56.1 µM), without a hit: at the top dose activity change, negative = inhibition, hits mostly inhibitors. 0.2% of 350,000 active. AID 2528, 2010;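 note: plate controls were vehicle for no effect and no enzyme for full effect; nearly all actives have a fitted effect of over 35% in size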
G9a inh: qHTS Assay for Inhibitors of Histone Lysine Methyltransferase G9a. AID 504332, 2011. Histone-lysine N-methyltransferase EHMT2 (Homo sapiens), Q96KQ7. 8.8% of 350,000 active. Potency, µM (doses to about 102 µM), inactives show top-dose activity, negative = inhibition, actives largely listed as inhibitors. G9a H3K9 monomethylation, AlphaScreen, 2 h; note: % is set by controls: 0 for no effect and ±100 for the full control effect; nearly all actives have a fitted effect of over 75% in size
Target sequence (Q96KQ7 913-1193 limits assumed): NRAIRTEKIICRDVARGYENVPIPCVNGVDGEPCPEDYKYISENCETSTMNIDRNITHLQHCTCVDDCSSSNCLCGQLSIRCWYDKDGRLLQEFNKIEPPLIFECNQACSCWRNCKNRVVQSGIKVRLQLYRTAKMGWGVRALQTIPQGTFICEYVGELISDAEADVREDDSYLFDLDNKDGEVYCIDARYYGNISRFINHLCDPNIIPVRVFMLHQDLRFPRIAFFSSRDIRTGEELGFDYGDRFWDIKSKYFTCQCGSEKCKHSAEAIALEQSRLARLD
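G9a (20 nM) was preincubated 15 min with compound, then reacted 2 h at room temperature with 500 nM biotin-H3K9 peptide and 20 µM SAM. Monomethyl-H3K9 detected by AlphaScreen using anti-H3K9me1 antibody.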
PGK inhibitor: qHTS Assay to Find Inhibitors of Phosphoglycerate Kinase | PGK/GAPDH coupled, Kinase-Glo luminescence, 60 min | Phosphoglycerate kinase, glycosomal (Trypanosoma brucei brucei), P07378 | Potency, µM (highest dose often 57.5 µM), for inactives: at the highest dose activity change, negative = inhibition, hits mostly inhibitors | 0.043% of 380,000 active | AID 602233, 2012; note: % is set by controls: 0 for no effect and ±100 for the full control effect; nearly all actives have a fitted effect of over 60% in size
Target sequence (P07378 whole entry, looked up): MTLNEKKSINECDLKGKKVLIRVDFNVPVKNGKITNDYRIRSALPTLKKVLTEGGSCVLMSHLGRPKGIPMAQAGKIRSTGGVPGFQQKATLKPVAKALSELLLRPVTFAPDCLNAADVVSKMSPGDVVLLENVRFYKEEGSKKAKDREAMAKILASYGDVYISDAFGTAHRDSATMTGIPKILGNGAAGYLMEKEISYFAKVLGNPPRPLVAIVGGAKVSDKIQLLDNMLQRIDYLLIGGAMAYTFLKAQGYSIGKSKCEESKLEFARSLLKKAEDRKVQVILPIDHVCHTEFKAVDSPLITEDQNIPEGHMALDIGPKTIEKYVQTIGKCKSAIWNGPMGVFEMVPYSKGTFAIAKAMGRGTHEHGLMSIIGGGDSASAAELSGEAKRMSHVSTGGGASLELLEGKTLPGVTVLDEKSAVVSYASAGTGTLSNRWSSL
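Luminescent ATP detection (Kinase-Glo Plus) follows a 60-minute room-temperature incubation, with wells lacking PGK as controls. Buffer: 100 mM TEA (pH 7.6), 5 mM MgCl2, 0.01% Tween-20. Coupling enzyme GAPDH (100 nM final) supplies unstable 1,3-BPG in-well.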
Starred values were filed as active, the others as inactive; i = inactive; ? = inconclusive; . = not tested or not shown; [ ] = dose if it differs, or a comment. Unless noted, calls come from the whole dose curve; as a rule, active = well fitted curve in the direction sought with a large enough effect; inconclusive = small, poorly fitted or top-dose-only effect, or another doubt; inactive = no such curve, though single readings can be large; an effect the other way counts as inactive or inconclusive. Potency is the fitted concentration of half-maximal effect.

PGK inhibitor,G9a inh,Pol iota inh,JMJD2A Tudor inh,BAZ2B block,Pin1 inhibitor,GLS inhibitor,BLM helicase inh,HP1b chromo inh,mol
9%,12%[59 µM],-3%,4%,13%,-4%,10%,-4%,43%[activator],Cc1ccc(-n2ncc3c(NCCc4ccccc4)ncnc32)cc1
-1%,-48%,-7%,-21%,-1%,-16%,3%,-2%,21%,CCCc1nnc(NC(=O)CCC(=O)N2CCN(C3CCCC3)CC2)s1
-5%,19%[59 µM],28%,7%,0%,-1%,33%[activator],-2%,46%[activator],Cc1cc(C)n(-c2nc3ccccc3nc2Nc2cc(C(=O)O)ccc2C)n1
-4%,-2%,8%,-15%,-26%,-1%,-12%,-1%,40%[activator],Cc1cc(C)c(N(C(=O)c2csnn2)C(C(=O)NC(C)(C)C)c2ccncc2)c(C)c1 (configuration not stated)
i,43%[activator],2%,1%,2%,2%,-3%,1%,25%,CC(C)Oc1ccc(CCNC(=O)C2CCC(=O)N(Cc3cccc(F)c3)C2)cc1 (configuration not stated)
-2%,22%[12.7 µM],20%,-6%,?,1%,-3%,.,35%,O=C(COC(=O)c1cc(=O)[nH]c2ccccc12)NCc1ccc(F)cc1
-1%,-2%[12.7 µM],15%,8%,7%,2%,-22%,-4%,54%,CCOc1ccc(-n2c(C)nc3c(cnn3-c3ccc(Cl)cc3)c2=O)cc1
i,?,13%,-22%,-33%,0%,-13%,-3%,15%,CCC(c1nnnn1CCOC)N(Cc1ccc(C)cc1)Cc1cc2cc(OC)ccc2[nH]c1=O (configuration not stated)
i,6%[0.501 µM],18%,-8%,10%,4%,0%,.,2%,CCOc1ccc(S(=O)(=O)NCCC(=O)NCc2cccnc2)cc1
-6%,-7%,18%,-19%,-9%,4%,4%,.,9%,CCOc1ccc(NC(=O)CN(C)C(=O)c2cccc3ccccc23)cc1OCC
2%,?,16%,-8%,7%,?,4%,-3%,34%,CCCCn1c(SCC(=O)c2cc(OC)ccc2OC)nc2cc(S(N)(=O)=O)ccc21
2%,?,5%,?,?,-17%,4%,-12%,-18%,COc1ccc(-c2ccc(/C=N/N3C(=O)C4C5C=CC(C6CC56)C4C3=O)o2)c([N+](=O)[O-])c1 (configuration not stated)
1%,4%,2%,-8%,-13%,2%,-4%,-2%,17%,COc1cc(C(=O)Nc2ccc(S(=O)(=O)N3CCOCC3)cc2)c([N+](=O)[O-])cc1OC
-3%,8%[2.33 µM],3%,-12%,6%,0%,-6%,.,24%,CCCNC(=O)c1n[nH]c2c1CC(C(C)(C)CC)CC2 (configuration not stated)
-1%,5%,145%[activator],-8%,1%,2%,2%,-12%,29%,NC(=O)CSc1ncnc2c1nnn2Cc1ccc(F)cc1
4%,9%[59 µM],15%,12%,-1%,1%,9%,-1%,26%,Cc1cccc(NC(=O)CSc2nc(-c3ccco3)cc(C(F)(F)F)n2)c1C
0%,.,15%,-16%,.,-2%,4%,.,23%,O=C(NCCOC(=O)Nc1cccc2ccccc12)OCc1ccccc1
-5%,-7%[59 µM],3%,-22%,?,8%,23%,1%,29%,CCN(CC)c1ccc(C(=O)NNC(=O)CCl)cc1
-9%,20%[59 µM],39%[activator],-3%,3%,-7%,0%,1%,7%,Cc1ccc(S(=O)(=O)Nc2ccc(S(=O)(=O)NCC3CCCO3)cc2)cc1 (configuration not stated)
-7%,11%[2.33 µM],-8%,-12%,-4%,-7%,1%,3%,39%[activator],CCc1ccc(C(=O)NC(CC(C)C)C(=O)O)cc1 (configuration not stated)
i,?,3%,-8%,1%,-1%,10%,-1%,4%,Cc1ccc(NC(=O)C2C3CCC(O3)C2C(=O)O)cc1Cl (configuration not stated)
10%,-34%[59 µM],?,-15%,0%,2%,5%,-1%,44%[activator],CCC1ON(c2ccccc2)C2c3nc4ccccc4n3CC12 (configuration not stated)
5%,-8%[0.501 µM],112%[activator],-31%,50µM*,1%,4%,-7%,5%,Cc1ccc(N2CCN(C(=O)c3cccs3)CC2)cc1C
i,10%[59 µM],7%,0%,-4%,-2%,-6%,0%,53%[activator],COc1ccc(C(=O)CN2Cc3ccccc3C2=N)cc1
-11%,-1%[59 µM],16%,-18%,-8%,-4%,0%,-3%,19%,CCc1ccc(OCC(=O)N/N=C/c2ccc(OS(=O)(=O)c3ccc(C)cc3)c(OC)c2)cc1
-1%,.,48%[activator],71%[activator],.,-2%,2%,.,121%[activator],CCOC(=O)C=C(OC(=O)c1ccc(OC)cc1)c1ccccc1
5%,-11%,11%,-10%,-18%,14%,10%,-5%,31%,O=C(/C=C/c1ccccc1)N/C(=C\c1ccco1)C(=O)NCCO
-4%,19%[2.33 µM],37%[activator],-32%,?,-24%,?,-6%,2%,O=C1/C(=C/c2ccc(F)cc2)SC(=S)N1NS(=O)(=O)c1ccccc1
-6%,-17%,-13%,-24%,?,-9%,-1%,-2%,16%,CCOc1ccccc1N(C(=O)CNS(=O)(=O)c1ccccc1)C(CC)C(=O)NCc1ccco1 (configuration not stated)
.,3%[59 µM],35%[activator],-15%,8%,-3%,1%,-12%,22%,COCCN(Cc1cc2cc(C)cc(C)c2nc1Cl)C(=O)Nc1ccccc1

Some of the entries above, reformatted:
SMILES,PGK inhibitor,G9a inh,Pol iota inh,JMJD2A Tudor inh,BAZ2B block,Pin1 inhibitor,GLS inhibitor,BLM helicase inh,HP1b chromo inh
Cc1ccc(S(=O)(=O)Nc2ccc(S(=O)(=O)NCC3CCCO3)cc2)cc1 (configuration not stated),-9%,20%[59 µM],39%[activator],-3%,3%,-7%,0%,1%,7%
CCc1ccc(C(=O)NC(CC(C)C)C(=O)O)cc1 (configuration not stated),-7%,11%[2.33 µM],-8%,-12%,-4%,-7%,1%,3%,39%[activator]
Cc1ccc(NC(=O)C2C3CCC(O3)C2C(=O)O)cc1Cl (configuration not stated),i,?,3%,-8%,1%,-1%,10%,-1%,4%
CCC1ON(c2ccccc2)C2c3nc4ccccc4n3CC12 (configuration not stated),10%,-34%[59 µM],?,-15%,0%,2%,5%,-1%,44%[activator]
Cc1ccc(N2CCN(C(=O)c3cccs3)CC2)cc1C,5%,-8%[0.501 µM],112%[activator],-31%,50µM*,1%,4%,-7%,5%
COc1ccc(C(=O)CN2Cc3ccccc3C2=N)cc1,i,10%[59 µM],7%,0%,-4%,-2%,-6%,0%,53%[activator]
CCc1ccc(OCC(=O)N/N=C/c2ccc(OS(=O)(=O)c3ccc(C)cc3)c(OC)c2)cc1,-11%,-1%[59 µM],16%,-18%,-8%,-4%,0%,-3%,19%
CCOC(=O)C=C(OC(=O)c1ccc(OC)cc1)c1ccccc1,-1%,.,48%[activator],71%[activator],.,-2%,2%,.,121%[activator]
O=C(/C=C/c1ccccc1)N/C(=C\c1ccco1)C(=O)NCCO,5%,-11%,11%,-10%,-18%,14%,10%,-5%,31%
O=C1/C(=C/c2ccc(F)cc2)SC(=S)N1NS(=O)(=O)c1ccccc1,-4%,19%[2.33 µM],37%[activator],-32%,?,-24%,?,-6%,2%
CCOc1ccccc1N(C(=O)CNS(=O)(=O)c1ccccc1)C(CC)C(=O)NCc1ccco1 (configuration not stated),-6%,-17%,-13%,-24%,?,-9%,-1%,-2%,16%
COCCN(Cc1cc2cc(C)cc(C)c2nc1Cl)C(=O)Nc1ccccc1,.,3%[59 µM],35%[activator],-15%,8%,-3%,1%,-12%,22%

(listing goes on)
PGK inhibitor,G9a inh,Pol iota inh,JMJD2A Tudor inh,BAZ2B block,Pin1 inhibitor,GLS inhibitor,BLM helicase inh,HP1b chromo inh,mol
-6%,.,9%,-20%,.,?,7%,.,21%,Clc1ccc(C=NNc2ccccn2)c(Cl)c1
-3%,4%[59 µM],-8%,4%,7%,4%,-4%,2%,56%[activator],Cc1ccc(S(=O)(=O)NCC(c2ccccc2)N2CCN(CCC#N)CC2)cc1 (configuration not stated)
-4%,15%[59 µM],-6%[58.9 µM],-8%,-3%,0%,-1%,1%,31%[activator],CCOC(=O)c1oc2ccccc2c1NC(=O)c1cc(OC)cc(OC)c1
-4%,?,-11%,-13%,8%,14%,-9%,-1%,-11%,COc1cc(-c2nn3c(Cc4ccccc4)nnc3s2)cc(OC)c1OC
2%,8%[0.501 µM],127%[activator],0%,5%,8%,1%,-3%,36%,CCC(=O)Nc1cccc(-n2nnnc2SCC(=O)N(C(C)C)C(C)C)c1
-2%,?,25%,-19%,5%,1%,?,-3%,13%,CCN(CCNC(=O)C1CCN(S(=O)(=O)CC)CC1)c1ccccc1

Screens: PubChem BioAssay, National Center for Advancing Translational Sciences (NCATS)

Not all compounds are listed (hit frequency here may not be typical).
